Screens from PubChem BioAssay.
PV pol inh – poliovirus RNA polymerase inhibition | hit rate 0.66% among 150,000 | % elongation, % (compound at 16.7 µg/mL) | poliovirus polymerase elongation, fluorescence polarization; stronger effect = lower value | P03300; in the data active = % elongation below about 90%; note: some results filed as inactive read as strong as hits
Target sequence (P03300 1749-2209 limits assumed): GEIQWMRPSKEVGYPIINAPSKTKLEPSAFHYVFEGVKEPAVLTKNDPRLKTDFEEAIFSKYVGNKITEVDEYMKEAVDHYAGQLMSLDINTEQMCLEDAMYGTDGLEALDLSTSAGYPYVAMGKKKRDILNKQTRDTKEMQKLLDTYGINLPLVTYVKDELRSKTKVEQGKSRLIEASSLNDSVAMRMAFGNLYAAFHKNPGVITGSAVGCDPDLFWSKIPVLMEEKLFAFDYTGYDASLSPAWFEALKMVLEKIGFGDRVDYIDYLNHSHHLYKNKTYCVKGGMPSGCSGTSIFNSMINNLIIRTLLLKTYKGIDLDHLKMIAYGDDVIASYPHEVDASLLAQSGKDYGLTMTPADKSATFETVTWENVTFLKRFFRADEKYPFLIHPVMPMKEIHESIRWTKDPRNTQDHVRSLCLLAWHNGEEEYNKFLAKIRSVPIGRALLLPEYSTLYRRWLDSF
PV pol inh FP z-score – further read-out of PV pol inh, marked with its call; z-score; measured here: FP z-score; hits read low
Starred values were filed as active, the others as inactive; & = joins results of further samples. The list is partial, so the mix of outcomes need not match the whole.

Sequence of screens: PV pol inh, PV pol inh FP z-score
- CN1CCN(C(=O)c2ccco2)CC1
→ 104.0, 1.1
- Cc1cnc(C(=O)NCCc2ccc(S(=O)(=O)NC(=O)NC3CCCCC3)cc2)cn1
→ 100.0&98.0&100.0, -0.5&-0.4&0
- CC1=Nn2c(nc3sc(C)c(C)c3c2=O)SC1
→ 100.0, -0.1
- CSc1ccc(CCNC(=O)c2cccc3c2C(=O)N(CC2CCCO2)C3)cc1 (stereo unspecified)
→ 104.0, 0.8
- Cc1cc(Nc2ccccc2)n(CCOC(=O)COc2ccccc2)n1
→ 97.0, -0.6
- O=C(COc1ccccc1)N1CCN(c2ccccc2F)CC1
→ 101.0, 0.3
- COc1ccc(Cn2ccnc2SCC(=O)NCc2ccccc2)cc1
→ 103.0, -1
- CCOC(=O)C1=C(C(F)(F)F)Nc2ncnn2C1c1ccc(OC)cc1 (stereo unspecified)
→ 99.0, -0.6
- N#CCCn1c(SCC(=O)NCCSc2ccc(Cl)cc2)nc2ccccc21
→ 101.0, -0.2
- CC(=O)N1CCN(C2CCN(CCc3ccccc3)CC2)CC1
→ 100.0, 0.2

(next part)
Sequence of screens: PV pol inh, PV pol inh FP z-score
- CC(C)COC(=O)Nc1ccc2c(c1)OCO2
→ 100.0, -0.3
- N=c1ccn2c(n1)O[C@@H]1C2O[C@H](CO)[C@H]1O (stereo partly specified)
→ 99.0, 0
- CO/C(N)=N/C(=S)Nc1cccc(C(F)(F)F)c1
→ 103.0, 0.3
- NC(=O)c1ccccc1NC(=O)C(F)(F)F
→ 98.0, -0.4
- COc1ccc(NC(=O)CN(CC(=O)Nc2ccc(OC)cc2)C(C)(C)CO)cc1
→ 101.0, 0
- CC(O)CNc1nc2ccccc2n1CC(=O)NCC(F)(F)F (stereo unspecified)
→ 101.0, 0
- CCOC(=O)N1CCN(C(=O)Cn2ncc3c4ccccc4n(Cc4ccc(F)cc4)c3c2=O)CC1
→ 106.0, -0.2
- CC(OC(=O)CN1C(=O)c2ccccc2C1=O)C(=O)Nc1cccc(C#N)c1 (stereo unspecified)
→ 104.0, 0.2
- Cc1ccc(-c2cc(C(=O)NCc3ccccc3)c3c(-c4ccc(C)cc4)[nH]nc3n2)cc1
→ 107.0, 0.1
- CCOC(=O)c1c(C)[nH]c(C)c1C(=O)CO/N=C/c1ccco1
→ 103.0, 0.2

Carrying on.
Sequence of screens: PV pol inh, PV pol inh FP z-score
- COc1ccc(N2CCN(C(=O)c3cc4c(=O)oc5ccc(C)cc5c4s3)CC2)cc1
→ 105.0, 0.2
- O=C(CSc1nc(=O)n(CCCN2CCOCC2)c2c1CCC2)Nc1nccs1
→ 105.0, 1.1
- CCOC(=O)N1CCC(NC(=O)c2cc(S(=O)(=O)N3CCC4(CC3)OCCO4)ccc2F)CC1
→ 100.0, -0.2
- CCN(CC)CCn1c(-c2ccccc2)csc1=Nc1ccccc1
→ 103.0, -0.3
- CNC1C(O)C2O[C@H](OC3C(N)C[C@@H](N)C(O)[C@H]3O)C(N)C[C@H]2O[C@@H]1O[C@H]1OC(CO)[C@@H](N)[C@H](O)C1O (stereo partly specified)
→ 96.0, -2.2
- CN1C(=O)/C(=C\c2ccccc2)Sc2ccc(C(=O)NC3CCCCC3)cc21
→ 103.0, 0.5
- CCC(C)(C)NC(=O)C(NS(=O)(=O)c1cccs1)c1ccccc1 (stereo unspecified)
→ 109.0, 0.3
- COc1cc(SC)ccc1C(=O)N(C)C1CCN(C)CC1
→ -3.0*, -8.8*
- CNC(=O)/C(C#N)=C/N(C)C
→ 98.0, -0.9
- COc1cccc(NC(=O)Nc2c(C)nc3nc[nH]n3c2=O)c1
→ 101.0, 0.4

Later entries
Sequence of screens: PV pol inh, PV pol inh FP z-score
- CN1CCN(C(=O)/C=C/c2c(Cl)nc3ccccn23)CC1
→ 102.0, -0.2
- COc1ccc2oc(=O)cc(CN(C)c3c(C)cc(C)cc3C)c2c1
→ 103.0, 0.4
- O=C1N=C2SC=CN2C(=O)/C1=C\c1ccccc1
→ 102.0, 0
- COc1cc2c(cc1NC(=O)CN1CC(C)OC(C)C1)oc1ccccc12 (stereo unspecified)
→ 111.0, 1.1
- COc1ccc(OC)c(NC(=O)c2cc3c(=O)n4cccc(C)c4nc3n2C)c1
→ 109.0, 0.4
- O=C(COC(=O)C12CC3CC(CC(O)(C3)C1)C2)NCc1ccc2c(c1)OCO2
→ 97.0, -0.8
- Cc1cc(C)cc(NC(=O)Nc2nnc(N(C)C3CCCCC3)s2)c1
→ 107.0, -0.2
- Cc1cccc(N(C)C(=O)Cn2cnc3nc4c(cc3c2=O)CCCC4)c1
→ 102.0, -1
- COC(=O)c1ccc(COc2ncnc3c2cnn3-c2ccccc2)o1
→ 102.0, -0.1
- COC(=O)Cn1c(O)c(N=NC(=O)Cn2nnc3ccccc32)c2ccccc21
→ 102.0, 0

Next results follow.
Sequence of screens: PV pol inh, PV pol inh FP z-score
- COC(=O)/C=C1/OC(c2ccc(Cl)cc2)=CC1=O
→ 108.0, 1.8
- O=C(OCc1ccccc1)/C(=C/c1cccs1)c1cccs1
→ 108.0, 0.5
- CCOC(=O)C1CCCN(C(=O)CSc2ccc(Br)cc2)C1 (stereo unspecified)
→ 102.0, 0.1
- Cc1ccccc1NC(=O)c1c(NC(=O)c2cccs2)sc2c1CCC(C)C2 (stereo unspecified)
→ 104.0, 0.2
- Cc1ccc2oc(-c3ccc(Cl)cc3)c(O)c(=O)c2c1
→ 109.0, 0.6
- COC(C)C(O)(C(=O)OCC1=CCN2CC[C@H](O)[C@@H]12)C(C)C (stereo partly specified)
→ 100.0, 0
- COC(=O)C1=C(CN2CCc3ccccc32)NC(=O)NC1c1cccc(OC)c1 (stereo unspecified)
→ 102.0, 0.2
- CCC1CCCCN1S(=O)(=O)c1ccc2c(c1)CCCN2C(C)=O (stereo unspecified)
→ 104.0, -0.8
- CCOC(=O)c1oc2ccccc2c1COC(=O)Cn1cnnn1
→ 104.0, 0.2
- COc1ccc(NC(=O)Nc2cc(-c3cn4cccnc4n3)ccc2C)cc1
→ 108.0, 0.9

Remaining list, next part
molecule,PV pol inh,PV pol inh FP z-score
CCc1ccccc1NC(=O)C1CC(c2ccccc2OC)=NO1 (stereo unspecified),99.0,-0.2
CC1=C(C(=O)Nc2ccc(C)cc2C)C(c2ccc(Cl)cc2)n2nc(C(=O)OC(C)C)nc2N1 (stereo unspecified),103.0,-0.7
CN1/C(=C\C(=O)COC(=O)C(C)(C)C)C(C)(C)c2ccccc21,103.0,0.6
O=S(=O)(Nc1ccccc1)c1ccccc1,100.0,-0.3
CCCC(=O)Oc1c(Sc2ccc(C)cc2)c(C)nn1-c1ccccc1,105.0,0.2
Nc1cccc(OCC(=O)N2CCOCC2)c1,99.0,-0.8
S=C(c1ccc(-c2ccc(Cl)cc2)o1)N1CCN(c2ccccc2)CC1,63.0*,-4.2*
CCCn1c(=O)c2sccc2n2c(CCCC(=O)Nc3cccc(CC)c3)nnc12,117.0,0.3
COC(=O)c1ccc(Nc2ncnc3c2cnn3-c2ccccc2)cc1,110.0,0.5
CC(=O)N1c2ccc(C)cc2C2=NNC(=S)NC21O (stereo unspecified),100.0,-0.3
Cc1ccc(Cl)cc1N1CCN(c2nc3ccccc3c3nc(-c4cccnc4)nn23)CC1,108.0,1.3
CC(=O)OCC(=O)[C@@]1(O)CC[C@H]2[C@@H]3CCC4=CC(=O)CC[C@]4(C)[C@@]3(F)[C@@H](O)C[C@@]21C,97.0,-0.7

More structures follow:
molecule,PV pol inh,PV pol inh FP z-score
O=C1OC(c2ccc(-c3ccccc3)cc2)=N/C1=C\c1ccco1,102.0,0.1
CCCCOc1ccc(CNC(=O)C2CCN(c3nnc(-n4cccc4CNc4ccc(C)cc4)s3)CC2)cc1,106.0,-1
CC(C)OC(=O)c1ccc2c(c1)no[n+]2[O-],101.0,-0.5
Cc1ccc2nc3c4ccccc4cnc3n2c1,102.0,0.1
COc1ccc(S(=O)(=O)c2cn(Cc3ccccc3)c3ccc(OC)cc3c2=O)cc1,102.0,-0.6
O=C(NCCSCc1ccco1)C1CCC1,101.0,0
Cc1cc(Cl)ccc1OCCCC(=O)NCc1ccccn1,106.0,0.8
O=C(O)CSc1nc2scc(-c3ccccc3)c2c(=O)[nH]1,100.0,0
COC(=O)c1ccccc1C(=O)c1ccccc1,100.0,-0.3
CC(=O)N(C)c1ccc(N=Cc2cccs2)cc1,100.0,0
NC(Cc1ccccc1)Cc1ccccc1,99.0,-1.3
Cc1ccc(C)c(Nc2nnc(-c3ccc(C)c(S(=O)(=O)N4CCCCC4)c3)c3ccccc23)c1,100.0,-0.7

Further compounds follow:
molecule,PV pol inh,PV pol inh FP z-score
CCc1ccc(Nc2nnc(SCC(=O)O)s2)cc1,105.0,0.4
CC(=O)Nc1ccc(S(=O)(=O)CCO)cc1,107.0,0.4
Cc1ccc(-n2ncc(C(=O)NCc3cccs3)c2C2CCN(C(=O)OC(C)(C)C)CC2)cc1,106.0,-0.1
CSc1n[nH]c(=O)n1C1CCCCC1,105.0,0.2
Cc1noc(C)c1S(N)(=O)=O,102.0,-0.3
CCCCC1CN2CCc3c([nH]c4ccccc34)C2(C)C1 (stereo unspecified),108.0,0.5
COc1cccc(CNC(=O)CSc2nc3ccccc3nc2Cc2ccccc2)c1,105.0,-0.2
N#CC1(NC(=O)CSc2nnc(-c3ccc4c(c3)OCO4)o2)CCCCC1,104.0,0.3
CCCn1c2c(c(=O)n(C)c1=O)C(c1ccc(Br)cc1)C1=C(COC1=O)N2 (stereo unspecified),108.0,2.3
Cc1cc(NC(=O)CSCc2nc3c(nnn3Cc3c(F)cccc3Cl)c(=O)[nH]2)no1,102.0,0.1
CCN(CC)S(=O)(=O)c1ccc(NC(=O)Cc2cccs2)cc1,104.0,0.6
CCc1ccc(NC(=O)C(CC)n2c(=O)c(C(F)(F)F)nc3ccccc32)cc1 (stereo unspecified),108.0,0.1

The results go on.
molecule,PV pol inh,PV pol inh FP z-score
Brc1ccc(CN2CCN(Cc3ccco3)CC2)cc1,102.0,0.7
CCOc1ccc(CCNC(=O)Cn2nc(CC)n3c(cc4ccccc43)c2=O)cc1,115.0,1.4
CC1CCCCC1N=C1NN=C(c2ccccc2)CS1 (stereo unspecified),101.0,-0.2
Cc1ccn2c(=O)c(C(=O)NCCCN3CCCCC3C)c(O)nc2c1 (stereo unspecified),104.0,-0.2
COc1cccc(/C=C2\CC(C)C/C(=C\c3ccccc3OC)C2=O)c1 (stereo unspecified),105.0,0.8
CN1CCN(c2ncnc3oc(-c4ccccc4)c(-c4ccccc4)c23)CC1,101.0,-0.2
CC(=O)c1ccc(NC(=O)CSc2nc(-c3ccc(C)cc3)nc3c2c(=O)n(C)c(=O)n3C)cc1,112.0,1
CCc1ccc2oc(-c3cc(NC(=O)c4cc(OC)c(OC)c(OC)c4)ccc3O)nc2c1,105.0,0.3
Cc1cc(=O)c2ccc(Cl)cc2[nH]1,102.0,0
c1cncc(C2=Nc3ccccc3C(c3cccnc3)=NN2)c1,105.0,1.2
O=C(O)c1c(CNCc2ccco2)c2ccccc2n1Cc1ccccc1,102.0,0.2
Cc1cc(CO)c(C)n1-c1ccncc1,105.0,0.1

Continued:
molecule,PV pol inh,PV pol inh FP z-score
O=C(Nc1ccccc1C(F)(F)F)NN1CCOCC1,100.0,-0.2
CSC(=Nc1c(C)cccc1C)N(C)C,102.0,-0.2
CCOc1ccccc1NC(=O)N1CCc2c(sc3c2CCCC3)C1c1ccccc1 (stereo unspecified),105.0,-0.2
CCn1c2ccccc2c2nnc(SCC(=O)Nc3ccc4c(c3)OCO4)nc21,100.0,-0.4
CC(=O)Nc1ccc(Nc2cc(C)nc3ccccc23)cc1,103.0,0.2
O=C(Cn1c(=O)c(C(F)(F)F)nc2ccccc21)NCc1ccccc1,103.0,0.5
CCCc1c(C(=O)OCC)c(C(=O)OCC)c2c(-c3ccccc3)nc(N3CCOCC3)nn12,104.0,0.1
Cc1c(CC(=O)O)c(=O)oc2c(C)c3occ(C(C)(C)C)c3cc12,99.0,-1
CC1CCCCN1CC(=O)NCc1ccc(Cl)cc1 (stereo unspecified),105.0,0.4
Cc1ccc2nc(Cc3nc4ccc(C)cc4[nH]3)[nH]c2c1,101.0,0.3
Cc1onc(-c2ccccc2)c1C(=O)NNc1ccc(Cl)cc1,101.0,-0.1
C=CCN1C(=O)C(Cc2ccc(F)cc2)S/C1=N\N=C/c1ccco1 (stereo unspecified),105.0,1.1

The final 4 compounds of the part above are carried over, then new ones follow:
molecule,PV pol inh,PV pol inh FP z-score
CC1CCCCN1CC(=O)NCc1ccc(Cl)cc1 (stereo unspecified),105.0,0.4
Cc1ccc2nc(Cc3nc4ccc(C)cc4[nH]3)[nH]c2c1,101.0,0.3
Cc1onc(-c2ccccc2)c1C(=O)NNc1ccc(Cl)cc1,101.0,-0.1
C=CCN1C(=O)C(Cc2ccc(F)cc2)S/C1=N\N=C/c1ccco1 (stereo unspecified),105.0,1.1
CCOC(=O)c1c(Cn2nnc3ccccc32)nc2ccccc2c1C,102.0,-0.1
O=C1CSC(c2ccccc2F)N1 (stereo unspecified),105.0,0.6
CS(=O)(=O)c1ccccc1F,103.0,0.2
COc1ccc(CC(=O)NC2CCN(CC(=O)c3ccc(F)cc3)CC2)cc1OC,100.0,-0.7
CCOC(=O)c1ccc(NC(=O)CSc2nccn2-c2cccc(C)c2C)cc1,102.0,0.1
O=C(O)[C@@H](c1ccccc1)N1C(=O)c2ccccc2C1=O,101.0,0.2
Clc1ccc(/C=N/N2CCOCC2)cc1,103.0,-0.1

Molecules listed so far containing a tert-butyl group (3):
molecule,PV pol inh,PV pol inh FP z-score
CN1/C(=C\C(=O)COC(=O)C(C)(C)C)C(C)(C)c2ccccc21,103.0,0.6
Cc1ccc(-n2ncc(C(=O)NCc3cccs3)c2C2CCN(C(=O)OC(C)(C)C)CC2)cc1,106.0,-0.1
Cc1c(CC(=O)O)c(=O)oc2c(C)c3occ(C(C)(C)C)c3cc12,99.0,-1
